CHT allo act = allosteric activators of human choline transporter CHT; AID 488977; B-score at 10 µM; 310,000 compounds, 0.49% hits; Q9GZV3; CHT-expressing cells, membrane potential dye, choline EC20; stronger effect = higher value; LV-AA mutant CHT in HEK293 cells;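 active means initial fluorescence not abnormally high and integrated response B-score, plate-corrected, over 3 SD above library mean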
Target sequence (Q9GZV3 whole entry, looked up): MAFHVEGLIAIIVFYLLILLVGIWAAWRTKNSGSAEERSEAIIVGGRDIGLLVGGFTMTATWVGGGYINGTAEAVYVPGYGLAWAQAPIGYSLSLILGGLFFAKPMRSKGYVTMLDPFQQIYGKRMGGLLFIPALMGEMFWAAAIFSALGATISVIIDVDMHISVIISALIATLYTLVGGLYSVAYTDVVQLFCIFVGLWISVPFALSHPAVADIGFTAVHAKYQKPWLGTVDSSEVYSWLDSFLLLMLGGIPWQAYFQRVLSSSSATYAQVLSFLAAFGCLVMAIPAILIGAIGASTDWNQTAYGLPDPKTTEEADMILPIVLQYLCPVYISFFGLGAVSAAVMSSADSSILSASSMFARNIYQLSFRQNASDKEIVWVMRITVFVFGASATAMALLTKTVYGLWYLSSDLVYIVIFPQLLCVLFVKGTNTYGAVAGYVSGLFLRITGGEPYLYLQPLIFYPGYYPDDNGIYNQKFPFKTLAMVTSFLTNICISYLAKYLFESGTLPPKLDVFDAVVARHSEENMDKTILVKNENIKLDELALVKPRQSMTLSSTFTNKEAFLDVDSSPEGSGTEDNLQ
OX1R antag-1 = antagonists of human orexin 1 receptor (OX1R). AID 485270. OX1R-expressing cells, FRET antagonist read-out. O43613. inhibition, % at 6.6 µM. 330,000 compounds, 1.8% hits; in the data active means inhibition mostly above about 38%, no sharp cut-off; inactive means mostly below about 40%;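 further: 0% = agonist challenge alone and 100% = reference antagonist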
OX1R antag-2 = antagonists of human orexin 1 receptor. CHO/OX1R cells, Fluo-8 calcium fluorescence, orexin A. inhibition, % at 5 µM. O43613. AID 434989. 330,000 compounds, 0.43% hits;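 active means inhibition above its plate's threshold, mean inhibition of all tested compounds on the plate plus 3 SD, cut at about 37% in these data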;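 further: 0% = orexin A challenge wells and 100% = SB-334867-A antagonist wells; not every result past the cut was called active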
* hit, by the source's call; i = inactive; / = no result given.

SMILES	CHT allo act	OX1R antag-1	OX1R antag-2
COC(=O)C1=C(C)N(Cc2ccco2)C(=O)C1	i	14	-15
COc1cc(NC(=O)c2ccccc2[N+](=O)[O-])ccc1NC(=O)C(C)C	i	15	-15
Cc1cc(S(=O)(=O)n2[nH]c(=O)c(CCO)c2C)c(Cl)cc1Cl	i	22	-10
COc1cccc(NC(=O)N2CCCC2C(=O)NC(C)C)c1 (centres undefined)	i	1	0
CCc1ccc(-n2c(C)cc(/C=N/NC(=O)OC)c2C)cc1	i	3	-17
CSCCC(NC(=O)c1cccc(C)c1)C(=O)OCN1C(=O)c2ccccc2C1=O (centres undefined)	i	17	-15
O=C(NCCc1ccc(Cl)cc1)C1CCCN(S(=O)(=O)N2CCCCCC2)C1 (centres undefined)	i	-6	-41
N#Cc1nc(-c2ccccc2Cl)oc1N1CCCCC1	i	18	-36
O=C1CCN(CCc2ccccc2)CCN1CCO	i	14	-4
CCCC1(CCC)NC(=O)N(CC(=O)Nc2cccc(OC)c2)C1=O	i	24	-9
COc1cc(NC(=O)CN2C(=O)NC(CC(C)C)C2=O)cc(OC)c1OC (centres undefined)	/	3	-10
Fc1ccc(-c2n[nH]c(=S)c3ccccc23)cc1	i	12	-19
CCCn1nc(NC(=O)C2CCCO2)c2cc3ccc(C)cc3nc21 (centres undefined)	i	2	-22
CCOC(=O)/C=C1\SC(C)C(=O)N1CC(=O)N(CCC#N)c1ccccc1 (centres undefined)	/	1	-25
CC(C)CC[n+]1ccccc1/C=C/c1ccc(N(C)C)cc1	12*	32	29
O=C(c1cccc(S(=O)(=O)NCc2ccccc2)c1)N1CCN(Cc2ccccc2)CC1	i	32	-24
CC(=O)Nc1ccc(S(=O)(=O)Nc2ccc(S(=O)(=O)Nc3nccs3)cc2)cc1	i	7	1
CC(CCc1ccccc1)N1CCN(Cc2ccccc2)CC1 (centres undefined)	i	16	-15
CCc1sc(C(=O)NCCc2ccc(S(N)(=O)=O)cc2)cc1Br	i	18	-7
Cc1ccc(S(=O)(=O)N2CCOC23CCN(S(=O)(=O)c2c(C)cc(C)cc2C)CC3)cc1	i	21	-8
O=C(Cn1nnc2ccccc21)N/N=C\C=C\c1ccccc1	i	5	-18
CCCCN1C(=O)C(O)=C(C(C)=O)C1c1ccc(OC)cc1OC (centres undefined)	i	12	-12
COc1cccc(NC(=O)CN(C)C(=O)CC(NC(=O)c2ccccc2Cl)c2ccccc2)c1 (centres undefined)	/	2	-19
COc1cccc(-n2c(SCC(N)=O)nc3ccccc3c2=O)c1	i	4	-16
O=C(COC(=O)c1ccc(F)c(S(=O)(=O)N2CCOCC2)c1)c1ccc(Cl)cc1	/	10	29
CCOc1ccc(-c2cc(C(=O)NCCCN3CCOCC3)c3ccccc3n2)cc1	i	13	-24
Cc1cc2ccccc2n2c(SCC(=O)Nc3ccc(S(=O)(=O)N4CCC(C)CC4)cc3)nnc12	i	21	-9
Cc1ccc(S(=O)(=O)N(CC(=O)Nc2ccc(F)cc2)C(=O)N2CCN(C)CC2)cc1	i	5	-6
Cc1ccc2c(c1)c1c(n2CC(O)Cn2nc(C)c(Br)c2C)C(=O)CCC1 (centres undefined)	i	7	15
CCC(CC)=NNc1ccc(S(N)(=O)=O)cc1[N+](=O)[O-]	i	46*	-1
S=C(NCC1CCCO1)N1CCN(c2ccc(Cl)c(Cl)c2)CC1 (centres undefined)	i	22	25
CCOC(=O)N1CCN(C(=S)Nc2cc(S(=O)(=O)N3CCOCC3)ccc2Cl)CC1	i	13	-12
Cc1ccc(N(C(=O)Cn2nnc3ccccc32)C(C(=O)NCc2ccco2)c2cccnc2)cc1 (centres undefined)	i	32	-30
Cc1ccc(S(=O)(=O)N(C)c2ccc(OC(=O)c3cc(=O)[nH]c4ccccc34)cc2)cc1	/	1	-4
O=C(NCCCc1ccccc1)C1CCC(CNc2c(N3CCCCC3)c(=O)c2=O)CC1 (centres undefined)	i	9	-24
Cc1nc2ccc(NC(=S)N3CCC(C)CC3)cc2nc1C	i	30	-12

Structures above marked active in OX1R antag-1.
smiles	OX1R antag-1	OX1R antag-2
CCC(CC)=NNc1ccc(S(N)(=O)=O)cc1[N+](=O)[O-]	46*	-1

The results go on.
SMILES	CHT allo act	OX1R antag-1	OX1R antag-2
COc1ccc2c(c1)C(=O)N1[C@H]3c4cc(OC)ccc4OC[C@@H]3[C@H](c3ccccc3)[C@]1(C)C(=O)N2	i	7	-5
CCOc1ccc(-c2csc(Cn3c(CN4CCN(C)CC4)nc4ccccc4c3=O)n2)cc1	i	-2	-31
O=C1C=C(O)c2cccc(O)c2C1=O	i	20	1
Cc1ccc(SCC(=O)OCC(=O)NCCc2ccccc2)cc1	/	3	0
COc1ccc(OC)c(NC(=O)CSc2nc3nc(C)cc(C)n3n2)c1	/	-5	-6
Cc1cccc(NC(=O)NC2CC3CCC(C2)N3Cc2ccco2)c1 (centres undefined)	i	1	-17
CCCCCSc1nnc(-c2cc(Br)ccc2N)c(=O)[nH]1	i	12	-8
COC(=O)CN(C(=S)Nc1ccccc1)C1CC(=O)N(c2ccc(OC)cc2)C1=O (centres undefined)	i	-3	-27
CCc1ccc(OC)c(S(=O)(=O)NCc2cccs2)c1	/	6	-6
Cc1ccc(OCC(=O)N/N=C/C=C/c2ccco2)cc1C	i	8	-8
Cc1ccc(S(=O)(=O)NC(CC(C)C)C(=O)NCC(c2ccco2)N2CCCCC2)cc1 (centres undefined)	/	8	-42
C=CCOc1ccc2c(c1)C(=NO)c1cc(OCC=C)ccc1-2	i	5	-36
Cc1cccc(NC(=S)NC(NC(=O)OCc2ccccc2)C(Cl)(Cl)Cl)c1 (centres undefined)	i	24	-1
COc1ccc(C2(CNC(=O)Cc3ccc(OC)c(OC)c3)CCCC2)cc1	i	18	-30
O=C(Nc1ccon1)C12CC3CC(C1)CC(n1cnc([N+](=O)[O-])n1)(C3)C2	i	28	5
O=C(Nc1ccccc1F)Nc1ccccc1F	i	9	-42
O=C(CN1C(=O)c2ccccc2S1(=O)=O)NCc1ccccc1Cl	i	7	-7
CCN1C(=O)[C@@H]2[C@@H](c3ccc(SC4CCCCC4)cc3)N3CCC[C@@]3(C(=O)OC)[C@@H]2C1=O	i	11	-6
COc1ccccc1N1CCN(CCCCOc2cccc3ccccc23)CC1	i	11	-17
CCOC(=O)C1C(=O)NC(C)C1c1ccccc1 (centres undefined)	i	-1	-8
CSc1nc2c(c(-c3ccccc3)c1C#N)CCC2	i	9	-45
COc1ccc(Cl)cc1-c1n[nH]c(=S)n1C1CCCCC1	i	17	-15
COc1cccc(-c2nn(-c3ccccc3)cc2CN(C)C(C)c2ccncn2)c1 (centres undefined)	i	2	-25
O=C(COc1nnc2ccccn12)N1CCN(S(=O)(=O)c2ccccc2)CC1	i	43	10
Cc1cc2nc(-c3ccncc3)cc(C(F)(F)F)n2n1	i	42	-1
Cn1c(NC(=O)CC(C)(C)C)cc(=O)n(C)c1=O	i	3	9
Cn1c2c(c(=O)n(C)c1=O)[C@@]1(C(=O)Nc3ccccc31)C(C#N)=C(N)O2	i	20	2
CC1CN(S(=O)(=O)c2ccc(NC(=O)c3cc(-c4ccccc4O)n[nH]3)cc2)CC(C)O1 (centres undefined)	i	9	5
CSc1cnn(Cc2ccccc2)c(=O)c1SCc1ccccc1	i	12	-30
Cc1cccc(C(=O)c2c(N)sc3c2CCCC3)c1	i	23	-19
O=C(NCCCN1CCCC1=O)c1cc(-c2ccc(F)cc2)nc2ccccc12	/	8	-16
OCC1CCCCN1C(=S)NCc1ccco1 (centres undefined)	i	-9	-4
COc1ccc(C(=O)COC(=O)C(CCSC)NC(=O)COc2ccccc2)cc1 (centres undefined)	i	9	-17
CCCCNC(=O)CN1C(=O)C(CC)Oc2ccc(Cl)cc21 (centres undefined)	i	29	-32
COc1ccc(C(=O)Oc2ccc[nH]c2=O)cc1	i	11	-12
CC(C)(C)OC(=O)NCCc1nnc(SCc2cccc(Cl)c2)o1	i	9	-37
COc1ccc(Cl)cc1NC(=O)NCCCl	i	43	-11
COC(=O)c1c(NC(=O)c2ccc(Br)s2)sc2c1CCC2	i	9	-25
C/C(=N\NC(=O)c1nnn(-c2nonc2N)c1CN(C)c1ccccc1)c1cccc(O)c1	i	49*	9
CC(=O)c1ccc(S(=O)(=O)N2CCN(C(=O)C3CCCC3)CC2)cc1	i	28	-11
Cc1ccccc1NS(=O)(=O)c1nnc(NC(=O)c2ccccc2F)s1	i	5	0
CCOc1ccc(NC(=O)CN(C)C(=O)c2ccccc2SCC(=O)N2CCCC2)cc1OCC	i	13	-14
O=C(O)c1ccc2c(c1)[C@@H]1C=CC[C@@H]1[C@H](c1ccccn1)N2	i	21	-8
Cc1ccc(C(=O)c2cc3ccccc3o2)cc1[N+](=O)[O-]	i	29	-13
COCCNC(=O)CN1CCC(NC(=O)c2ccco2)CC1	i	8	-4
CC1CCN(c2oc(-c3ccccc3F)nc2C#N)CC1	i	10	-7
COc1ccc(C(=O)OCC(=O)c2ccc[nH]2)c(OC)c1	/	7	-4
O=C(CSc1nc2ccsc2c(=O)n1CC1CCC(C(=O)O)CC1)c1ccc(Cl)cc1 (centres undefined)	i	7	-4
CCN(CC)c1ccc(/C=N/NC(=O)c2ccoc2C)c(O)c1	i	85*	4
Cc1ccc(S(=O)(=O)Nc2n[nH]nc2C(=O)NC2CCCCC2)cc1	i	9	-10
O=c1c2ccccc2oc2ccc(NCCCn3ccnc3)cc12	i	20	-15
O=C(CSc1nc(-c2ccccc2)cc(=O)[nH]1)Nc1ccccc1	i	-7	-5
COc1ccc(/C(N)=N/OC(=O)CCc2ccccc2)cc1	i	25	-22
CC1(C)CC(=O)C(C=NCC(N)=O)=C(O)C1	i	4	-6
Cc1ccc(S(=O)(=O)N2CCC(C(=O)Nc3ccc(C(C)C)cc3)CC2)cc1	/	2	25
Cc1ccc(-c2ccc(=O)[nH]n2)cc1	i	13	-14

In the list so far, these contain an aryl thioether with sulfur outside any ring.
SMILES	CHT allo act	OX1R antag-1	OX1R antag-2
COc1cccc(-n2c(SCC(N)=O)nc3ccccc3c2=O)c1	i	4	-16
Cc1cc2ccccc2n2c(SCC(=O)Nc3ccc(S(=O)(=O)N4CCC(C)CC4)cc3)nnc12	i	21	-9
Cc1ccc(SCC(=O)OCC(=O)NCCc2ccccc2)cc1	/	3	0
COc1ccc(OC)c(NC(=O)CSc2nc3nc(C)cc(C)n3n2)c1	/	-5	-6
CCCCCSc1nnc(-c2cc(Br)ccc2N)c(=O)[nH]1	i	12	-8
CCN1C(=O)[C@@H]2[C@@H](c3ccc(SC4CCCCC4)cc3)N3CCC[C@@]3(C(=O)OC)[C@@H]2C1=O	i	11	-6
CSc1nc2c(c(-c3ccccc3)c1C#N)CCC2	i	9	-45
CSc1cnn(Cc2ccccc2)c(=O)c1SCc1ccccc1	i	12	-30
CC(C)(C)OC(=O)NCCc1nnc(SCc2cccc(Cl)c2)o1	i	9	-37
CCOc1ccc(NC(=O)CN(C)C(=O)c2ccccc2SCC(=O)N2CCCC2)cc1OCC	i	13	-14
O=C(CSc1nc2ccsc2c(=O)n1CC1CCC(C(=O)O)CC1)c1ccc(Cl)cc1 (centres undefined)	i	7	-4
O=C(CSc1nc(-c2ccccc2)cc(=O)[nH]1)Nc1ccccc1	i	-7	-5

Screening results from PubChem BioAssay.
